Screening results deposited in PubChem by National Center for Advancing Translational Sciences (NCATS).
A549 viability: A549 cytotoxicity, counter-screen for Nrf2 inhibitors; 390,000 tested, 0.16% active; Potency, µM (top dose mostly 46 µM), inactives show top-dose activity change, negative = cytotoxicity, actives largely listed as inhibitors; A549 ARE-Fluc cells, CellTiter-Fluor viability, 18-24 h; further: on the % scale 0 is the no-effect control and ±100 the full control effect
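Cytotoxicity counterscreen: CellTiter-Fluor fluorescence was measured in A549 ARE_Fluc cells after 18-24 h of compound exposure in a concentration series. The subsequent BugLite luminescent read reports ARE-luciferase activity.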
Nrf2 activator: Nrf2 pathway activation | AREc32 ARE-luciferase reporter (MCF7-derived line), luminescence, 24 h | Potency, µM (titrated, usually from 46.1 µM), without a hit: at the top dose activation, most hits filed as activators | 410,000 tested, 0.31% active | AID 624171; further: % of control where 0% means no effect; nearly all actives have a fitted effect of over 65% in size
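Reporter line AREc32 (ARE-Fluc), seeded overnight in OPTI-MEM with 5% FBS; compound pin-transferred, 24 hr at 37 deg C, 5% CO2; luminescent read-out.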
MCF10A rereplic: inducers of DNA re-replication in MCF 10A breast cells. MCF 10A DNA re-replication, Hoechst nuclear intensity, 48 h. Potency, µM (series often up to 46.1 µM), inactives show at the top dose activity, positive = re-replication, most hits filed as activators. 350,000 tested, 2.9% active; further: % of control where 0% means no effect; nearly all actives have a fitted effect of over 50% in size
ATXN viability: cell viability loss in ATXN counter-screen; Potency, µM (highest dose often 56.7 µM), hits mostly cytotoxic; 400,000 tested, 0.49% active; S2 cells (HEK-293 line with an ATXN2-luciferase reporter) viability, CellTiter-Fluor protease fluorescence, 24 h; further: nearly all actives have a fitted effect of over 40% in size
EPAC2 antagonist: blocks human EPAC2 exchange factor. Potency, µM (top dose mostly 114 µM), without a hit: at the top dose activity, negative = inhibition, usual class: inhibitors. Q8WZA2. 360,000 tested, 0.18% active. EPAC2 GEF exchange of Rap1B-BODIPY-GDP, fluorescence; further: on the % scale 0 is the no-effect control and ±100 the full control effect; nearly all actives have a fitted effect of over 45% in size; many of its hits are not listed in these tables
Target sequence (Q8WZA2 whole entry, looked up): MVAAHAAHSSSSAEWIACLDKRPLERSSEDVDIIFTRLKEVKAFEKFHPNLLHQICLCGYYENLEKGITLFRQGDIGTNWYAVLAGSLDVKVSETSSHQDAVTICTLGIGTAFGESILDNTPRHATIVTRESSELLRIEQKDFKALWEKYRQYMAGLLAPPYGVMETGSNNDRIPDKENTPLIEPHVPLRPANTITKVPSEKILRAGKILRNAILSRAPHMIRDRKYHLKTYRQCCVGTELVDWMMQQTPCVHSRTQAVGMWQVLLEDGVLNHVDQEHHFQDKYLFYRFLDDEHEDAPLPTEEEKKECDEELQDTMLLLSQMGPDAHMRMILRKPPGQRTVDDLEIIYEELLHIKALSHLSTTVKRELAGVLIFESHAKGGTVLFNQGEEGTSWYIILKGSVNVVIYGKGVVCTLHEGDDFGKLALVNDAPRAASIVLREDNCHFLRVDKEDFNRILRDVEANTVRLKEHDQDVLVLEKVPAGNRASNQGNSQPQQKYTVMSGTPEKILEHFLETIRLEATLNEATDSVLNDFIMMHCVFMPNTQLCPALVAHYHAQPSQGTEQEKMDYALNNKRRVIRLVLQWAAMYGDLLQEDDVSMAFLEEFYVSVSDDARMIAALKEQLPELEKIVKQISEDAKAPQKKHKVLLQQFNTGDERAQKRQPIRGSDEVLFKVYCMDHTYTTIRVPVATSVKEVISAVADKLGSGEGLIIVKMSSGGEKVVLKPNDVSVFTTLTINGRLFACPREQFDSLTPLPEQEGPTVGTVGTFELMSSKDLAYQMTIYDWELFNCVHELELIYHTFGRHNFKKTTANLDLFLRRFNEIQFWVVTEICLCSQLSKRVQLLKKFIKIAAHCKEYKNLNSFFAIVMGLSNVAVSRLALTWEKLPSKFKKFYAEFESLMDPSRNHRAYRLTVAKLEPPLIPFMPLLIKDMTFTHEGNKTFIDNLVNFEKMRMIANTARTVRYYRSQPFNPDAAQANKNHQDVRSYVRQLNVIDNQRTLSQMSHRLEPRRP
TGFb SMAD3 inh: inhibitors of TGF-b signaling; HepG2 CAGA-GFP TGF-b/SMAD3 reporter, GFP fluorescence, 18 h; TGF-beta stimulated, 500 pg/mL final; Potency, µM (doses to about 46.1 µM), for the others: top-dose activity, negative = inhibition, actives largely listed as inhibitors; 410,000 tested, 1.2% active; AID 588855; further: on the % scale 0 is the no-effect control and ±100 the full control effect; nearly all actives have a fitted effect of over 65% in size
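Using HEPG2 CAGA-GFP reporter cells at 1000 cells/well, we pinned test compounds, stimulated with recombinant TGF-beta (500 pg/mL final) and measured total well GFP after 18 h.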
ATXN2 expr inh: inhibitors of ATXN2 expression | 360,000 tested, 0.72% active | HEK-293 ATXN2-luciferase reporter, luminescence, 24 h | Potency, µM (doses to about 57 µM), for inactives: top-dose activity change, negative = inhibition, usual class: inhibitors; further: on the % scale 0 is the no-effect control and ±100 the full control effect; nearly all actives have a fitted effect of over 55% in size
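qHTS (up to 57 uM final) was run with 24 h compound exposure of reporter cells at 37 °C. Each well was multiplexed: SteadyGlo luminescence measured ATXN2-luciferase expression after a fluorogenic Gly-Phe-AFC viability readout (25 uM final).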
HepG2 tox: counter-screen for TGF-b inhibitors: cytotoxicity in HepG2 cells; 410,000 tested, 0.76% active; Potency, µM (top dose mostly 46.1 µM), without a hit: top-dose activity change, negative = cytotoxicity, usual class: cytotoxic; HepG2 CAGA-GFP viability, ATP luminescence, 18 h; further: some results filed as inactive show a strong effect at the top dose
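CellTiter-Glo luminescence gave cytotoxicity after 18 hours at 37 degrees C. The cells were HepG2 CAGA-GFP in 1% FBS DMEM, stimulated with 500 pg/mL TGF-beta after compound addition. %Activity was normalised to no-cell wells (complete cell-killing) and DMSO (no toxicity), and curves were fitted and classified.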
Nrf2 block: Nrf2 pathway inhibition. AID 504444. 360,000 tested, 2.1% active. Potency, µM (doses to about 46 µM), for the others: top-dose activity change, negative = inhibition, hits mostly inhibitors. A549 ARE-Fluc reporter, luciferase luminescence, 18-24 h; further: on the % scale 0 is the no-effect control and ±100 the full control effect; nearly all actives have a fitted effect of over 60% in size
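Nrf2 function is reported as luminescence of an ARE-controlled luciferase in A549 cells. Compounds were tested at several concentrations, and a CellTiter-Fluor read on the same wells flagged cytotoxicity.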
* = called active by the depositor; i = inactive; u = inconclusive; x = not tested or not shown; [ ] = dose if it differs, or a comment. The call rests on the fitted dose curve; in most records, active means well fitted curve in the direction sought with a large enough effect; inconclusive means small, poorly fitted or top-dose-only effect, or another doubt; inactive means no such curve, though single readings can be large; an effect the other way counts as inactive or inconclusive. Potency means the concentration at half of the fitted maximal effect. Only part of the results is shown, so the mix of outcomes need not match the whole.

SMILES	A549 viability	Nrf2 activator	MCF10A rereplic	ATXN viability	EPAC2 antagonist	TGFb SMAD3 inh	ATXN2 expr inh	HepG2 tox	Nrf2 block
O=C(O)CCC(=O)N1CCc2cc(S(=O)(=O)N(CCc3ccccc3)Cc3ccccc3)ccc21	4%	-0.7%	-10%	i	-16%	7%	0%	3%	-15%
S=C(Nc1ccc2nc(-c3ccccn3)c(-c3ccccn3)nc2c1)N1CCOCC1	1%	-0.7%	-1%	x	-3%	36%[activator]	-6%	-4%	-4%
CCO[C@H]1OC(C(=O)NCc2ccccc2)=C[C@@H](c2cn(C(C)=O)c3ccccc23)[C@@H]1CCCO	-12%	-0.5%	-17%	u	-4%	u	1%	-5%	-22%
O=C1CN(C(=O)c2cc([N+](=O)[O-])ccc2Cl)C(c2ccc(F)cc2)c2cc(F)ccc2N1 (centres undefined)	-2%	-0.6%[9.22 µM]	5%	i	6%	-4%	2%	-20%	-4%
CC(C)CCNC(=O)C1CCCN(S(=O)(=O)c2ccc(-n3cnnn3)cc2)C1 (centres undefined)	3%	2.1%	37%	i	-7%	-8%	-4%	-5%	-14%
c1csc(-c2nc3ccccn3c2Nc2ccc3c(c2)OCCO3)c1	-22%	-0.4%	x	i	x	-1%	19%	-1%	23µM*
C=Cc1ccc(CSc2nc(-c3ccccc3C)nc3c2Cc2c(CO)cnc(C)c2O3)cc1	2%	3.5%	x	u	x	-8%	u	-2%	12%
O=C1CC(NS(=O)(=O)c2cccs2)CN1c1ccc(Cl)cc1 (centres undefined)	-1%	-0.2%	12%	i	-7%	-8%	-16%	-6%	-13%
Cc1cc(C)c2c(n1)sc1c(N3CCN(CCO)CC3)ncnc12	9%	0.0%	u	i	0%	3%	-17%	-6%	u
O=C(Nc1nnc(SCC(=O)N2CCCCC2)s1)c1c(F)cccc1F	3%	3.6%	-1%	i	-9%	2%	0%	-4%	3%
O=C1CCc2cc(S(=O)(=O)N3CCN(C(=O)c4ccco4)CC3)ccc2N1	0%	0.1%	20%	i	-4%	0%	-3%	0%	0%
Cc1cc([N+](=O)[O-])cnc1N1CCOCC1	-12%	-0.2%	-1%	i	0%	-10%	-9%	-5%	-7%
C[C@H](CO)N1C[C@H](C)[C@@H](CN(C)S(=O)(=O)c2ccc(F)cc2)Oc2ccc(NS(=O)(=O)c3ccccc3)cc2C1=O	2%	0.4%	-14%	i	1%	7%	-5%	6%	3%
CC(OC(=O)c1ccc2c(=O)n3c(nc2c1)CCCCC3)C(=O)Nc1ncc(Cl)cc1Cl (centres undefined)	-23%	-0.2%	2%	i	11%	23%	0%	-38%	-9%
COc1ccc(N2CCN(c3oc(/C=C/c4ccccc4OC)nc3C#N)CC2)cc1	16%	3.7%	x	x	x	x	x	-1%	-1%
Cc1n[nH]c(C)c1C(=O)CC1(O)C(=O)N(CCc2ccccc2)c2ccc(Cl)cc21 (centres undefined)	-3%	1.2%	2%	i	7%	-35%	-10%	-7%	-11%
COc1ccc(NC(=O)C(=O)Nc2cccc3cccnc23)c(OC)c1	7%	2.7%	14%	i	-2%	-3%	x	-4%	-1%
O=C(O)/C=C/c1ccc(OCCCF)cc1	-15%	-0.2%	-1%	i	4%	-3%	-1%	0%	0%
CC(NC(=O)COc1ccc(Oc2ccccc2)cc1)C(=O)O (centres undefined)	1%	-0.1%	4%	i	-4%	-16%	2%	-1%	-10%
CC1(c2ccccc2)NC(=O)N(NC(=O)CSc2n[nH]c(N)n2)C1=O (centres undefined)	0%	-0.3%	-2%	i	-11%	-3%	x	29%	3%
COc1cc2c(cc1OC)C(C(=O)Nc1ccccc1N1CCN(C)CC1)C1c3ccccc3CCN1C2=O (centres undefined)	-30%	0.2%	0%	u	-3%	13%	-12%	-5%	-16%
Cc1ccc(/C=N/NC(=O)c2cccc3ccccc23)o1	-2%	0.0%	u	i	-5%	-7%	16%	1%	-7%
Cc1cc(Br)ccc1SCC(=O)OCC(=O)c1c(N)n(C)c(=O)n(C)c1=O	1%	0.1%	0%	i	-30%	-23%	x	-27%	10%
Cc1cc(C(=O)N2CCN(Cc3ccc4c(c3)OCO4)CC2)cs1	0%	-0.7%	u	i	0%	-23%	-7%	-1%	x
CC(=O)Nc1ccc2nc(NC(=O)COc3cccc(C)c3)sc2c1	-6%	-0.7%	-1%	i	-2%	6%	-10%	4%	-5%
COc1cc2c(cc1OC)C1=NC(=O)CN1C(SCc1ccccc1)=N2	-10%	-0.1%	-5%	i	6%	u	10%	1%	u
O=S(=O)(c1ccc2c(c1)CCN2)N1CCOCC1	3%	-0.8%	9%	i	2%	0%	1%	-2%	-14%
COc1ccc(C2(C(=O)Nc3c(C)n(C)n(-c4ccccc4)c3=O)CCCC2)cc1OC	-10%	-0.6%	-1%	i	9%	2%	0%	8%	4%
COc1ccc(-c2csc(NC(C)=O)n2)cc1OC	-3%	2.6%	0%	i	6%	7%	22%	2%	11%
Cc1cccc(C(=O)N/C(=C\c2ccco2)C(=O)N2CCCCCC2)c1	-7%	2.6%	-3%	u	3%	15%	-14%	9%	-2%

Full records, looked up by structure. Values in the order: A549 viability, Nrf2 activator, MCF10A rereplic, ATXN viability, EPAC2 antagonist, TGFb SMAD3 inh, ATXN2 expr inh, HepG2 tox, Nrf2 block
`Cc1cccc(C(=O)N/C(=C\c2ccco2)C(=O)N2CCCCCC2)c1` in the list: -7%, 2.6%, -3%, u, 3%, 15%, -14%, 9%, -2%
`Cc1ccc(/C=N/NC(=O)c2cccc3ccccc23)o1` in the list: -2%, 0.0%, u, i, -5%, -7%, 16%, 1%, -7%

Three compounds out of the list above, arranged by the number in EPAC2 antagonist, smallest number first.
canonical_smiles	EPAC2 antagonist
CC1(c2ccccc2)NC(=O)N(NC(=O)CSc2n[nH]c(N)n2)C1=O (centres undefined)	-11%
CC(=O)Nc1ccc2nc(NC(=O)COc3cccc(C)c3)sc2c1	-2%
Cc1cccc(C(=O)N/C(=C\c2ccco2)C(=O)N2CCCCCC2)c1	3%

(cont.)
SMILES	A549 viability	Nrf2 activator	MCF10A rereplic	ATXN viability	EPAC2 antagonist	TGFb SMAD3 inh	ATXN2 expr inh	HepG2 tox	Nrf2 block
CN(CCOc1ccc(Cl)cc1)C(=O)c1cccc(S(=O)(=O)N2CCN(c3ccccc3)CC2)c1	u	0.3%	9%	i	-19%	u	-27%	-26%	5.8µM*
Cc1ccc(C)c(N2CCN(S(=O)(=O)c3cc(Br)cc4c3N(C(=O)C3CC3)CC4)CC2)c1	4%	0.4%	x	i	x	5%	-4%	22%	8%[9.27 µM]
CCOC(=O)c1csc(N/N=C2\CCc3ccccc32)n1	5%	2.9%	u	i	7%	0%	0%	-10%	21%
Cc1nnc(SCC(=O)Nc2ccc3c4c(cccc24)CC3)n1C	-6%	-0.1%	3%	i	6%	5%	-4%	-4%	6%
COc1ccc(/C=N/NC(=O)CCCCCNC(=O)c2ccccc2)cc1	-1%	0.3%	u	i	1%	u	-7%	-18%	13%
COc1ccc(-n2c(COc3ccccc3)n[nH]c2=S)cc1	1%	-1.1%	6%	i	7%	15%	4%	1%	-9%
COc1cc2c(cc1NC(=S)NC(=O)/C=C/c1ccco1)oc1ccccc12	u	12%	u	u	10%	-4%	u	-25%	u
Cc1ccccc1NS(=O)(=O)c1ccc(C(=O)NCCCN2CCCC2=O)cc1	1%	-0.2%	0%	i	8%	4%	-11%	-12%	-14%
O=c1[nH]c(CSc2nnc3ccccn23)nc2ccccc12	0%	3.7%	7%	i	15%	-9%	13%	6%	5%
CC(=O)Nc1ccc(S(=O)(=O)N(C)Cc2ccccc2)cc1	-4%	-0.2%	2%	i	18%	11%	0%	-7%	1%
COc1ccc(OC)c(C2(O)CSC(=Nc3cccnc3)N2Cc2ccco2)c1 (centres undefined)	-14%	-0.5%	11%	i	1%	-11%	-10%	-3%	u
Cc1ccc(C)c(S(=O)(=O)NCc2ccc(C(=O)N3CCC(Cc4ccccc4)CC3)cc2)c1	-11%[1.84 µM]	2.1%	-2%	u	-11%	u	-29%	-26%	16µM*
O=C(COc1ccc(-c2ccccc2)cc1)N/N=C/c1ccccc1Br	-3%	0.2%	-1%	i	9%	u	-3%	-6%	-20%
Cc1cc(-c2ccccc2)nc(N(C)N)c1S(C)(=O)=O	4%	-0.4%[9.22 µM]	-8%	i	-10%	5%	-4%	7%	-38%
Cc1nc(-c2ccc(NC(=O)c3ccccc3)cc2)cs1	-5%	0.1%	10%	i	5%	-6%	-12%	-76%	u
C/C(CC(=O)Nc1cc(C)ccn1)=N\NC(=O)c1cccc(C)c1O	-8%	2.3%	u	u	-12%	u	-17%	-29%	1%
CC1CCN(C(=O)CNC(=O)c2ccc(Br)o2)CC1	3%	-0.1%	-3%	i	2%	6%	10%	1%	u
O=C(Nc1nnc(C2CC2)s1)c1cccnc1Oc1ccc(Cl)cc1	0%	-0.1%	13%	i	-6%	-30%	x	-38%	7%
COC(=O)c1cc(S(=O)(=O)NCC2CCN(Cc3cccc(Cl)c3)CC2)c[nH]1	-2%	0.3%	-3%	i	-1%	4%	x	-23%	1%
COc1ccccc1CNC(=O)COCc1cc(-c2cccs2)on1	6%	11%	x	x	x	-36%	x	-48%	u
Nc1cccc(N=[N+]([O-])c2cccc(N)c2)c1	-5%	4.0%	-54%[inhibitor]	i	-1%	6%	36%	-4%	u
CN(C)/C=C/C(=O)c1ccc(OCCN(C)c2ccccn2)cc1	5%	8.5%	u	i	-23%	-15%	x	-22%	-4%
Cn1cnnc1SCc1ccc(C(=O)O)cc1	-2%	-0.7%	-2%	i	8%	u	1%	11%	7%
Cc1cc(S(=O)(=O)Nc2ccc(N(C)C)cc2)c(C)s1	1%	2.5%	3%	i	-3%	-5%	4%	-32%	u
O=C(COC(=O)c1ccccc1O)Nc1cc([N+](=O)[O-])ccc1Cl	1%	2.0%	-1%	i	-1%	2%	4%	-1%	9%
Cc1cccc(C(=O)NC2CCN(S(=O)(=O)c3cccc(F)c3)CC2)c1	10%	-0.2%	-5%	u	2%	u	x	1%	24%
COc1ccc(C(=O)N[C@H](C(=O)NCCCn2nc(C)cc2C)C(C)C)cc1	0%	0.0%	1%	u	17%	-4%	-1%	10%	2%
CS(=O)(=O)N(CC(=O)NC1CCCC1)c1cccc(F)c1	8%	-0.1%	3%	i	-7%	-7%	-4%	-17%	-12%
